Screens as filed in PubChem.
Tb hexokinase: T. brucei hexokinase 1 inhibition. recombinant TbHK1, G6PDH-coupled NADH A340. inhibition, % at 10 µM. 0.11% of 220,000 active. AID 1430;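 active = inhibition of 50% or more in the single-dose primary screen; inactive = inhibition below 50%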
FXIIa inh 1536: inhibitors of human coagulation factor XIIa; P00748; purified FXIIa, Boc-QGR-AMC fluorogenic substrate, 2 h; inhibition, % at 5 µM; 0.3% of 220,000 active; AID 800; in the data active = inhibition above about 40%;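 note: 0% = enzyme with no compound and 100% = blank without enzyme; many of its hits are not listed in these tables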
EP2 antag: EP2 receptor (human) inhibition; C6 glioma cells expressing human EP2, cAMP TR-FRET; cells stimulated with saturating PGE2; 0.52% of 260,000 active; inhibition, % at 25 µM; P43116;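 active = percent inhibition above 40 after rounding to a whole number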;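 note: rat C6 glioma host cells with rolipram phosphodiesterase inhibitor present; the protocol text gives 20 µM as final concentration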
Target sequence (P43116 whole entry, looked up): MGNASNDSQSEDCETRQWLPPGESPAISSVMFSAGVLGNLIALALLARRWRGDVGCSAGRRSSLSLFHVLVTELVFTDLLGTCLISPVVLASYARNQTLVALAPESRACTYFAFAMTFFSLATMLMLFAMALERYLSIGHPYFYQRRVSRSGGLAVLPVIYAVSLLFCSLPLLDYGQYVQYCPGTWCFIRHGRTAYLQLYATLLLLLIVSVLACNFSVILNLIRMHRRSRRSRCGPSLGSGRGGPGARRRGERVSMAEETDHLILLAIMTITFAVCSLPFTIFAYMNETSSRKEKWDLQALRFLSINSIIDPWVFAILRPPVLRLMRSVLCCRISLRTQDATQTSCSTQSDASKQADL
TNF necrop inh: inhibitors of TNF-alpha induced necroptosis in Jurkat FADD-/- cells. Jurkat FADD-/- TNF necroptosis rescue, ATP luminescence, 24 h; 0 = TNF only, 100 = no-TNF cells. 0.068% of 220,000 active. activation (protection from cell death), % at 10 µM. AID 463075;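 active = activation, meaning protection from cell death, of at least 50% relative to plate controls; inactive = activation below 50%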;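 note: necroptosis triggered by 40 ng/mL TNF-alpha added together with compound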
zVAD death inh: blocks zVAD induced death of L929 cells. L929 zVAD necroptosis rescue, ATP luminescence, 24 h; with zVAD 60 µM. viability rescue, % at 10 µM. 0.38% of 220,000 active. AID 1377;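 active = activation, scaled between plate controls, above about 75%, limit read from the data; inactive = activation under that limit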;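 note: 0% = zVAD with DMSO and 100% = DMSO alone without zVAD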
CHOP inh: CHOP inhibition in unfolded protein response. AID 2732. 3.8% of 220,000 active. CHO-K1 CHOP-promoter luciferase, tunicamycin-induced, 15-18 h. inhibition, % at 10 µM;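 active = compounds that reduced the stress-induced luciferase reporter signal by more than about 70% of percent inhibition, limit read from the data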;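 note: 0% = tunicamycin plus vehicle and 100% = wells without tunicamycin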
Wee1 stabilizer: blocks degradation of human Wee1 kinase | HeLa Luc-Wee1K328M stability, luciferase luminescence; 100% = proteasome inhibitor MG132 effect | reporter increase, % at 5 µM | 1.2% of 220,000 active;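 active = activation above the mean of all tested compounds plus 3 SD, set per screening run, cut at about 8.8% in these data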;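 note: cells exposed to compound for 20 h before luminescence read; 0% = DMSO alone and 100% = MG132 at 30 µM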
Target sequence (P30291 whole entry K328M): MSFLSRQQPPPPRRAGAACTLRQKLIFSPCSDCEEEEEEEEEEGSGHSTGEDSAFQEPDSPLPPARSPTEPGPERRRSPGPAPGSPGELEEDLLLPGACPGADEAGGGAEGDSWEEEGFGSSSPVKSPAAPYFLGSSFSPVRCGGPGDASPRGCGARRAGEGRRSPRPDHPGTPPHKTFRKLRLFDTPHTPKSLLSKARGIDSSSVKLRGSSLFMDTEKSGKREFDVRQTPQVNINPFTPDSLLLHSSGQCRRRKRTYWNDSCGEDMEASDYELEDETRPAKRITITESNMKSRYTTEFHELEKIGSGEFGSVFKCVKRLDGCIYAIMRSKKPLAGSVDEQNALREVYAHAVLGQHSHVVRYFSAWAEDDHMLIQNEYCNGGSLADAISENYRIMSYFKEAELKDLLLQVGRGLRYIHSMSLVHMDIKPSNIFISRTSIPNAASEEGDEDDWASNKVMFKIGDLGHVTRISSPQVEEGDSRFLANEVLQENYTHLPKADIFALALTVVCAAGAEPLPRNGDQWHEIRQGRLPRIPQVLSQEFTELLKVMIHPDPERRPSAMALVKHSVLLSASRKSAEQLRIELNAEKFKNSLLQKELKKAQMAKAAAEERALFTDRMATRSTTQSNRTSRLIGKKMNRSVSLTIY
FXIa inh: factor XIa (human) inhibition | purified FXIa, Boc-Glu-Ala-Arg-AMC fluorogenic substrate | inhibition, % at 5 µM | 0.14% of 220,000 active;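 active = inhibition of at least 40%; inactive = inhibition below 40%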;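 note: fluorescence of freed AMC excited at 355 nm; 0% = enzyme without compound and 100% = no enzyme blank; many of its hits are not listed in these tables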
PPC-1+TRAIL kill: kills PPC-1 cancer cells in the presence of TRAIL | cell killing (% activity), % at 4 µM | PPC-1 cells + TRAIL, ATPLite viability luminescence | 0.41% of 220,000 active;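 active = cell killing above 50% in the first pass at 4 µM, then a duplicate retest at 5 µM averaging 50% or more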;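 note: plate controls were cells with TRAIL plus DMSO for no effect and medium-only wells lacking cells for full effect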
The depositor's hits bear a star; . = not tested or not shown; & = joins results of further samples.

SMILES	Tb hexokinase	FXIIa inh 1536	EP2 antag	TNF necrop inh	zVAD death inh	CHOP inh	Wee1 stabilizer	FXIa inh	PPC-1+TRAIL kill
CC(C)CNC(=O)C(=O)NC1CCCC1	3.0	.	7.1	-2.2	-0.1	.	-1.0	.	.
CCOC(=O)c1ccc(NC(=S)N(CCCN2CCN(CC)CC2)Cc2cccs2)cc1	-3.5	12.0	8.8	0.5	0.3	27.2	-1.2	0.7	0.8
CCC(CC)NC(=O)CC(c1ccccc1)c1ccccc1	-7.9	3.6	6.3	-0.7	-2.1	0.8	-1.0	0.0	8.7
Cc1ccc(CNC(=O)CN2CCCC(C)C2)cc1 (stereo not given)	-9.9	12.3	3.2	1.4	0.6	-0.6	-3.3	0.3	14.2
CCCOc1ccc(/C=N/NC(=O)c2ccc(Cn3cc([N+](=O)[O-])cn3)o2)cc1	-5.5	13.7	.	0.1	-0.2	43.6	-1.9	24.4	30.1
CN(C(=O)c1ccccc1NC(=O)C(F)(F)F)c1ccccc1	1.9	16.8	9.3	-3.0	-0.1	24.4	3.6	3.8	-10.8
CCN(Cc1ccccc1)C(c1ccc(C)cc1)c1nnnn1C(C)(C)CC (stereo not given)	4.1	4.9	8.2	-3.6	-0.2	30.6	0.0	-1.9	10.8
O=C(c1cc2nc(-c3ccc(F)cc3)cc(C(F)(F)F)n2n1)N1CCOCC1	-1.8	10.3	13.4	-0.4	0.0	33.7	-4.7	-1.7	8.0
N#C/C(=C\c1ccc(N2CCCCC2)o1)C(=O)Nc1cccc(Br)c1	1.4	7.0	12.1	2.6	0.8	36.0	1.0	1.1	15.7
O=S(=O)(c1ccccc1)N1CCC(=NO)CC1	2.7	12.9	-0.8	0.0	1.3	-3.6	0.4	-19.9	-0.2
CCOC(=O)C1CCCN(C(=O)c2ccc3c(c2)OCO3)C1 (stereo not given)	-5.1	-3.0	3.0	0.4	0.2	8.9	-0.2	-3.9	13.0
CC(=O)Nc1c(O)c2ccccc2[nH]c1=O	-2.6	9.9	7.9	-0.4	11.0	-16.8	-0.8	1.2	-4.5
Cc1ccc(Cn2nc(C)cc2C(=O)Nc2ccc(Cl)cc2)cc1	-13.7	2.4	8.3	-1.1	0.7	4.0	-2.0	3.1	21.0
Cn1c(CN2CCN(c3ccc(Cl)cc3)CC2)nc2ccccc21	-1.5	2.1	21.8	-0.6	1.1	35.1	-1.7	-2.0	-8.8
CC(C)[C@H](NC(=O)OCc1ccccc1)C(=O)NCc1ccccc1	4.9	29.3	1.7	1.6	0.4	22.7	-1.6	11.6	27.6
Nc1c(-c2ccccc2)c(CN2CCOCC2)nn1-c1ccccc1	-7.7	1.0	9.2	1.4	0.9	7.9	-0.1	-6.3	-10.7
CC(C)c1nc2c(c(=O)c3ccccc3n2C)c(=O)n1CCc1ccccc1	-12.9	10.5	9.8	-3.2	9.8	8.6	10.5*	5.2	2.3
C=CCn1c(COc2ccccc2)nnc1SCC(=O)Nc1ccc2c(c1)OCCO2	0.0	-0.2	17.9	0.8	3.0	47.4	-2.6	7.4	12.2
CC(C)Cc1nc(N2CCOCC2)c(C#N)c2c1CCC2	1.4	7.4	20.0	-0.2	0.2	91.2*	0.8	3.1	18.2
Cc1ccc(NC(=O)C(C)N2CCOCC2)c(C(=O)c2ccccc2)c1 (stereo not given)	24.1	14.3	-6.0	0.6	-0.3	7.7	-1.8	4.5	12.0
O=C(Nc1ccc(N2CCCCC2)c(Cl)c1)c1ncn[nH]1	2.7	-8.6	11.1	0.7	1.1	12.2	1.8	-3.0	22.4
O=C(COC(=O)c1ccc2ccccc2n1)c1ccccc1	-1.6	3.5	7.5&4.1	-0.5	0.7	-23.9	0.0	-1.7	21.1
Cc1cc(C(=O)N/N=C/c2cccs2)n[nH]1	-25.3	5.7	6.3	20.1	81.9*	-15.9	0.7	-1.3	36.9
Cc1cc2nc(C3CCN(Cc4nnnn4Cc4cccs4)CC3)[nH]c2cc1C	-0.5	4.2	4.5&8.3	-2.5	0.1	46.5	1.8	-1.2	7.9
CNC(=S)NCc1ccc(OC)cc1	2.1	6.0	0.7	1.7	0.3	-12.4	0.8	12.4	-4.9

Retrieved by compound from the entries so far:
SMILES	Tb hexokinase	FXIIa inh 1536	EP2 antag	TNF necrop inh	zVAD death inh	CHOP inh	Wee1 stabilizer	FXIa inh	PPC-1+TRAIL kill
O=S(=O)(c1ccccc1)N1CCC(=NO)CC1	2.7	12.9	-0.8	0.0	1.3	-3.6	0.4	-19.9	-0.2
N#C/C(=C\c1ccc(N2CCCCC2)o1)C(=O)Nc1cccc(Br)c1	1.4	7.0	12.1	2.6	0.8	36.0	1.0	1.1	15.7

Next section.
SMILES	Tb hexokinase	FXIIa inh 1536	EP2 antag	TNF necrop inh	zVAD death inh	CHOP inh	Wee1 stabilizer	FXIa inh	PPC-1+TRAIL kill
N#CCCN(C1CCCCC1)S(=O)(=O)CCOc1ccccc1	1.5	5.7	12.9	2.9	0.1	37.0	-1.1	-4.8	-1.4
c1nc(NCCN2CCOCC2)c2c3c(sc2n1)CCCCC3	27.3	-1.8	7.0	3.3	-0.1	20.7	-1.5	-2.4	11.7
COc1ccc(NC(=S)NNc2ccc(S(=O)(=O)Nc3ccccc3C(=O)O)cc2[N+](=O)[O-])cc1	-19.5	16.0	11.1	-8.0	-0.8	0.2	0.1	14.7	19.3
Cc1cccc(N2CCN(C(=O)Cn3c(=O)[nH]c4ccsc4c3=O)CC2C)c1 (stereo not given)	1.9	0.9	6.5	0.0	0.2	4.6	0.4	-0.5	-18.1
CCn1c(C)cs/c1=N\C(=S)Nc1ccccc1C	-10.8	6.8	7.5	1.4	-0.2	14.9	1.6	4.8	27.0
CCN(C1CCCCC1)S(=O)(=O)c1ccc(S(=O)(=O)N2CCN(CCC#N)CC2)cc1	-7.6	-3.9	4.0	0.0	-0.6	25.6	-2.6	1.3	-13.5
COc1cc(/C=N/Nc2ccc(Cl)c(C(=O)O)c2)ccc1OC(=O)c1ccco1	-20.3	11.5	2.2	-0.4	3.8	7.3	-1.3	1.6	28.6
Cc1[nH]c2ccccc2c1N=Nc1cc(C(=O)O)cc(C(=O)O)c1	-0.2	0.7	9.1	0.5	0.0	20.7	0.9	-7.0	27.5
S=C(Nc1ccc(Cl)cc1)NN1CCOCC1	1.8	5.7	7.4	-0.1	-0.3	4.2	1.1	6.8	2.7
COc1cccc(C(=O)Nc2c3c(nn2-c2cccc(C)c2C)CS(=O)C3)c1OC (stereo not given)	-1.0	5.3	7.5	-3.2	-0.2	-6.9	-2.8	-4.4	13.9
O=C(Nc1nc2ccc([N+](=O)[O-])cc2s1)c1ccncc1	-30.4	9.6	5.9	-1.8	0.1	-12.2	0.8	-0.2	44.2
CC(C)(C)c1ccc(Cn2nnc3c(=O)[nH]c(C4CCN(C(=O)Cc5cccs5)CC4)nc32)cc1	2.4	14.9	2.6	-12.8	-0.4	3.9	-3.5	16.4	2.9
CC1=CCC2C(=O)N(c3ccc(Br)cc3C)C(=O)C2C1 (stereo not given)	-4.0	4.8	13.2	-1.8	-0.8	21.5	-1.2	-2.8	7.7
Cc1ccc(-n2nc(C)cc2NC(=O)CC#N)cc1	-1.9	5.7	6.6	1.5	2.1	-1.5	-4.7	-6.7	18.5
O=C(NCc1ccc(F)cc1)c1ccc(CS(=O)(=O)c2ccc(Br)cc2)o1	-8.4	12.7	4.8	-2.0	0.1	20.8	6.4	2.3	-5.4
CCOC(=O)c1c(N)sc2c1C1CCN2CC1	-4.6	5.4	10.6	0.1	3.2	15.1	1.2	-1.0	4.7
Cc1cc(C)n(S(=O)(=O)c2ccc3ccccc3c2)n1	4.5	-7.0	16.7	-0.4	0.0	30.8	-0.2	-15.1	7.9
CCOc1ccc(-c2nnn(CC(=O)NCc3cccs3)n2)cc1	4.4	24.4	-0.9	-0.9	0.5	4.2	-0.2	15.0	10.4
COCCn1c(SCC(=O)NCc2ccco2)nnc1C(C)C	7.2	6.5	10.3	-2.3	0.0	25.4	0.3	-2.5	13.1
O=C(Nc1ccccc1)N1CCc2ccccc21	5.4	8.1	11.7	-3.3	-0.5	-7.5	1.8	2.9	39.6
CCNC(=S)NCc1ccc2c(c1)OCO2	-4.8	9.8	6.6	1.3	0.7	-10.0	-1.3	5.1	-16.2
COc1cccc(CN2CCN(C3CCN(c4cccc(C)c4C)CC3)CC2CCO)c1 (stereo not given)	-9.6	1.5	4.7	2.2	13.9	32.9	0.6	-6.4	17.2
C/C(=N\NS(=O)(=O)c1ccc(C)cc1)c1ccc(C)s1	20.9	23.8	5.7	-1.2	0.0	-10.2	-2.1	8.3	-1.2
CC(=O)c1sc(NC(=O)C2(F)C(F)(F)C(F)(F)C(F)(F)C(F)(F)C2(F)F)nc1C	-15.1	6.7	-3.4	-10.2	7.1	.	-2.0	0.5	9.0
CC12COC3(C(=O)Nc4nccs4)CC1CCC32C (stereo not given)	-4.6	13.7	12.4	-0.8	0.7	-7.7	6.2	0.7	9.1
CC(C)(C)NC(=O)N1CCN(c2ncccc2C(F)(F)F)CC1	-0.8	6.1	12.4	0.0	0.7	7.1	0.0	-5.8	3.8
CN(c1ccc(OCC(=O)OCC(=O)NCc2ccco2)cc1)S(=O)(=O)c1ccc2ccccc2c1	-6.7	5.5	3.9	-0.6	0.9	8.8	-0.2	0.2	-5.0

An excerpt from above in order of length of the SMILES, smallest number first:
SMILES	Tb hexokinase	FXIIa inh 1536	EP2 antag	TNF necrop inh	zVAD death inh	CHOP inh	Wee1 stabilizer	FXIa inh	PPC-1+TRAIL kill
CCNC(=S)NCc1ccc2c(c1)OCO2	-4.8	9.8	6.6	1.3	0.7	-10.0	-1.3	5.1	-16.2
O=C(Nc1ccccc1)N1CCc2ccccc21	5.4	8.1	11.7	-3.3	-0.5	-7.5	1.8	2.9	39.6
CCOC(=O)c1c(N)sc2c1C1CCN2CC1	-4.6	5.4	10.6	0.1	3.2	15.1	1.2	-1.0	4.7
N#CCCN(C1CCCCC1)S(=O)(=O)CCOc1ccccc1	1.5	5.7	12.9	2.9	0.1	37.0	-1.1	-4.8	-1.4
C/C(=N\NS(=O)(=O)c1ccc(C)cc1)c1ccc(C)s1	20.9	23.8	5.7	-1.2	0.0	-10.2	-2.1	8.3	-1.2
O=C(Nc1nc2ccc([N+](=O)[O-])cc2s1)c1ccncc1	-30.4	9.6	5.9	-1.8	0.1	-12.2	0.8	-0.2	44.2
O=C(NCc1ccc(F)cc1)c1ccc(CS(=O)(=O)c2ccc(Br)cc2)o1	-8.4	12.7	4.8	-2.0	0.1	20.8	6.4	2.3	-5.4
Cc1cccc(N2CCN(C(=O)Cn3c(=O)[nH]c4ccsc4c3=O)CC2C)c1 (stereo not given)	1.9	0.9	6.5	0.0	0.2	4.6	0.4	-0.5	-18.1
COc1cccc(C(=O)Nc2c3c(nn2-c2cccc(C)c2C)CS(=O)C3)c1OC (stereo not given)	-1.0	5.3	7.5	-3.2	-0.2	-6.9	-2.8	-4.4	13.9
CCN(C1CCCCC1)S(=O)(=O)c1ccc(S(=O)(=O)N2CCN(CCC#N)CC2)cc1	-7.6	-3.9	4.0	0.0	-0.6	25.6	-2.6	1.3	-13.5
CC(=O)c1sc(NC(=O)C2(F)C(F)(F)C(F)(F)C(F)(F)C(F)(F)C2(F)F)nc1C	-15.1	6.7	-3.4	-10.2	7.1	.	-2.0	0.5	9.0
CC(C)(C)c1ccc(Cn2nnc3c(=O)[nH]c(C4CCN(C(=O)Cc5cccs5)CC4)nc32)cc1	2.4	14.9	2.6	-12.8	-0.4	3.9	-3.5	16.4	2.9
COc1ccc(NC(=S)NNc2ccc(S(=O)(=O)Nc3ccccc3C(=O)O)cc2[N+](=O)[O-])cc1	-19.5	16.0	11.1	-8.0	-0.8	0.2	0.1	14.7	19.3

This is a subset. The share of hits here may be higher or lower than overall.
